TDP-43 yeast inh: rescues yeast growth from TDP-43 toxicity; TDP-43 expressing yeast growth rescue, BacTiter-Glo, 24 h; Potency, µM (titrated, usually from 46.1 µM), for inactives: at the highest dose growth rescue (activation), most hits filed as activators; 410,000 compounds, 1.8% hits; further: potency means the concentration at half of the fitted maximal effect; % of control where 0% means no effect; nearly all actives have a fitted effect of over 50% in size
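Readout is BacTiter-Glo luminescence of cell growth, so inhibitors register as activators. TDP-43-expressing yeast at OD600=0.02 in galactose medium, after raffinose pregrowth to mid-log, were incubated with compound for 24 hr at 30 deg C.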
DRD3 agonist: agonists of human D3 dopamine receptor; D3R DiscoveRx beta-arrestin cells, luminescence, 90 min; max activation, %; 410,000 compounds, 0.58% hits; AID 652048; in the data active means max activation above about 30%; further: 0% is about no effect; mostly tested at two doses, the higher about 12 µM
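Agonist-mode cell screen: cells plated at 1500/well and incubated overnight at 37 °C, then exposed to library compounds for 90 min at 37 °C. Detection reagent was added for 30–60 min at room temperature, and luminescence was read.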
Abeta yeast res: A-beta toxicity reversal in yeast; Potency, µM (series often up to 46.1 µM), for inactives: top-dose growth rescue, actives largely listed as activators; 410,000 compounds, 0.063% hits; yeast expressing A-beta42, growth rescue, OD600, 48 h; response scale: 0% DMSO, 100% iron-clioquinol control; further: potency means the concentration at half of the fitted maximal effect; nearly all actives have a fitted effect of over 55% in size
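Yeast A-beta toxicity model in growth medium with pinned compounds, 48 h at 30 C; growth read as absorbance at 600 nm. Normalized to FeCl3/clioquinol equimolar mix (positive) and DMSO (negative).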
EPAC2 antagonist: antagonists of human EPAC2; EPAC2 GEF exchange of Rap1B-BODIPY-GDP, fluorescence; Potency, µM (highest dose often 114 µM), inactives show at the top dose activity, negative = inhibition, hits mostly inhibitors; 360,000 compounds, 0.18% hits; AID 720708; further: potency means the concentration at half of the fitted maximal effect; on the % scale 0 is the no-effect control and ±100 the full control effect; nearly all actives have a fitted effect of over 45% in size; many of its hits are not listed in these tables
Target sequence (Q8WZA2 whole entry, looked up): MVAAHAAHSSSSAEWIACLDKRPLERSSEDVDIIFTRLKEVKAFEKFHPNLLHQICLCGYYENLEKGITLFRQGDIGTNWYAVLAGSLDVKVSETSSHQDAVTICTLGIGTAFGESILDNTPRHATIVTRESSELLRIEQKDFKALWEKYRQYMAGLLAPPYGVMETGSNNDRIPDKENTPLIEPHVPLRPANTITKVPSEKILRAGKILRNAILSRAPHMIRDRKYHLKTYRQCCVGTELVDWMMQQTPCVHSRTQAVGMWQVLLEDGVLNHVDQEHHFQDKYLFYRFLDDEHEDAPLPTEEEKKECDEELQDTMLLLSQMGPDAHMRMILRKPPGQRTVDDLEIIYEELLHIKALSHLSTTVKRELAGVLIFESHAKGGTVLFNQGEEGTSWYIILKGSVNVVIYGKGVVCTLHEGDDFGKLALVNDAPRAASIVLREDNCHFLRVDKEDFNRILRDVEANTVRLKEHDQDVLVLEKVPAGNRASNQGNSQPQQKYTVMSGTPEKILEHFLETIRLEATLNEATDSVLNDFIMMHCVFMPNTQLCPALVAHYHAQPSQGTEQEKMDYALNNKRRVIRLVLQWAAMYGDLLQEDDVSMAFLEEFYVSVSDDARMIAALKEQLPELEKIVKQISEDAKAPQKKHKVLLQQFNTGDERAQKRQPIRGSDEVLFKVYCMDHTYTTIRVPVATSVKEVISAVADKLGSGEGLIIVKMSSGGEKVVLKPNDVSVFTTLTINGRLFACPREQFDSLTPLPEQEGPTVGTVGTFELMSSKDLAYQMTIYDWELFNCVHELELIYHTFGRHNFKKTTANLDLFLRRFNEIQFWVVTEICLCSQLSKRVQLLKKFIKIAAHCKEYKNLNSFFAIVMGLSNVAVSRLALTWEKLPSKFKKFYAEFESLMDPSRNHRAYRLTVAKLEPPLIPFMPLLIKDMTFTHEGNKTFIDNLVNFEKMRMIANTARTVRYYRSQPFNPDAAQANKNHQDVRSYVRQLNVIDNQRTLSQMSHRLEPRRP
D3 antag: blocks the human D3 dopamine receptor; AID 652054; max response, negative = inhibition, %; 360,000 compounds, 2.5% hits; D3R cells, DiscoveRx beta-arrestin luminescence, antagonist mode; active compounds read low; in the data active means max response below about -50%; inconclusive means no clear call, values can overlap the other calls; further: on the % scale 0 is the no-effect control and ±100 the full control effect; mostly tested at two doses, the higher about 12 µM
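Cells plated overnight at 1500 cells/well, then exposed to library compounds with dopamine controls for 90 minutes at 37 degrees C. DiscoveRx reagent added for 30–60 minutes at room temperature; luminescence read, quantitative HTS format.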
EPAC2 agonist: activates human EPAC2 exchange factor. Potency, µM (doses to about 154 µM), for the others: at the top dose activation, most hits filed as activators. EPAC2 activation, biochemical qHTS; response scale: 100% = 6.5 mM cAMP response. AID 720711. 360,000 compounds, 0.079% hits; further: potency means the concentration at half of the fitted maximal effect; nearly all actives have a fitted effect of over 50% in size
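Readout is BODIPY fluorescence (480 nm excitation, 540 nm emission), which falls as labeled GDP is exchanged off Rap1B. EPAC2 at 100 nM acted on 250 nM RAP1B-BODIPY-GDP with 50 uM GDP present.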
aSyn yeast inh: inhibitors of alpha-synuclein toxicity in yeast | Yeast expressing alpha-synuclein, growth rescue, BacTiter-Glo, 24 h | Potency, µM (doses to about 46.1 µM), for inactives: at the highest dose growth rescue (activation), hits mostly activators | 370,000 compounds, 0.14% hits | AID 652106; further: potency means the concentration at half of the fitted maximal effect; % of control where 0% means no effect; nearly all actives have a fitted effect of over 65% in size
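Galactose-induced alpha-syn yeast (OD600=0.02, raffinose-pregrown) + pinned cpd, 24 hr, 30 deg C; growth by BacTiter-Glo luminescence. Growth restoration scores as activation.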
FUS suppressor: rescues growth of FUS-expressing yeast. S. cerevisiae FUS-expressing, growth rescue, OD600, 24 h. Potency, µM (highest dose often 76.6 µM), inactives show top-dose growth rescue (activation), actives largely listed as activators. 390,000 compounds, 0.24% hits. AID 1347120;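 further: potency means the concentration at half of the fitted maximal effect; plate controls were DMSO vehicle for no effect and reference control for full effect; nearly all actives have a fitted effect of over 55% in size; some results filed as inactive show a strong effect at the top dose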
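Quantitative HTS measuring growth restoration of FUS-toxic yeast. Galactose-induced cells (OD 0.005) were exposed 24hr at 30C to compounds at several concentrations, then absorbance at 600 nm was recorded.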
Active calls of the source: *; ? = inconclusive; · = not tested or not shown; [ ] = dose if it differs, or a comment. Unless noted, the call rests on the fitted dose curve; in most records, active means well fitted curve in the direction sought with a large enough effect; inconclusive means small, poorly fitted or top-dose-only effect, or another doubt; inactive means no such curve, though single readings can be large; an effect the other way counts as inactive or inconclusive.

SMILES	TDP-43 yeast inh	DRD3 agonist	Abeta yeast res	EPAC2 antagonist	D3 antag	EPAC2 agonist	aSyn yeast inh	FUS suppressor
O=C(O)c1cnn2cc(-c3[nH]ncc3[N+](=O)[O-])cnc12	18%	-19	12%	15%	-22	1%	-3%	5%
COc1ccc(S(=O)(=O)/N=C2/NC(=O)/C(=C/c3ccco3)S2)cc1	-16%	-15	0%	6%	-21	12%	-10%	·
O=C(Nc1ccc(F)cc1)C1COc2ccccc2O1 (stereo unspecified)	25%	0	14%	-3%	-14	13%	-3%	0%
CCc1ccc(N(CC(=O)Nc2ccc(NC(C)=O)cc2)S(=O)(=O)c2ccccc2)cc1	-15%	4	-16%	1%	21	-10%	0%	10%
Cc1noc(C)c1C(=O)N1CCC1(C)C(=O)NS(=O)(=O)c1cccc(F)c1 (stereo unspecified)	11%	5	-10%	-5%	11	1%	4%	-2%
Cn1cccc1CC(=O)N/N=C/c1ccc(Cl)c([N+](=O)[O-])c1	13%	-2	-9%	5%	-6	7%	7%	2%
S=c1[nH]nc(C2CCCCC2)n1/N=C/c1ccncc1	15%	-8	2%	-1%	-24	-6%	-1%	18%
COc1ccc2oc(=Nc3cccc(F)c3)c(C(N)=O)cc2c1	-4%	1	26%	5%	25	0%	8%	18%
FC(F)Oc1ccccc1NC(=S)Nc1cccc(Cl)c1Cl	18µM*	-10	7%	-2%	-10	2%	1%	·
CCCCNC(=O)N(O)C1N(/N=C/c2ccc(N(C)C)cc2)C(=S)SC1(C)C (stereo unspecified)	10%	-5	-13%	-4%	9	8%	2%	10%
COc1ccc(NC2CCCN(C(=O)c3ccc4nccnc4c3)C2)cc1OC (stereo unspecified)	9%	-1	-1%	9%	11	6%	1%	8%
CCN(CC)C(=O)Oc1cc(=O)n2c3c(cccc13)CCC2	-5%	-23	-10%	-3%	-21	9%	-1%	·
Cc1ccc(C)c(Cn2nnc3c(=O)[nH]c(C4CCCN(C(=O)c5cccs5)C4)nc32)c1 (stereo unspecified)	-13%	-2	-3%	-23%	-7	11%	0%	43%
COC(=O)c1cccc(C(=O)N2CCCC(Nc3ccc4c(c3)OCCO4)C2)c1 (stereo unspecified)	13%	1	3%	0%	15	-2%	10%	12%
O=C(Cn1nnc2ccccc21)OCC(=O)c1ccc(F)cc1	12%	16	26%	2%	10	-3%	4%	0%
O=C(CCC(=O)Nc1ccccc1)NNS(=O)(=O)c1ccc(Cl)cc1	16%	-2	-6%	4%	4	4%	-7%	-3%
CCc1ccc(C(=O)NNC(=S)Nc2ccc(S(N)(=O)=O)cc2)s1	25%	-7	4%	0%	-5	5%	2%	9%
CN(Cc1ccc(OC(F)F)cc1)Cc1nc2c(Br)cc(Br)cc2c(=O)[nH]1	0%	-14	6%	-16%	25	7%	5%	10%
O=C(c1cc(N2CCOCC2)c(F)cc1[N+](=O)[O-])N1CCOCC1	-14%	0	0%	?	4	2%	0%	1%
Cc1cccc(C)c1NC(=O)CSc1nnnn1C	-11%	2	2%	-12%	-7	2%	-12%	1%
CCCn1c2ccccc2c2cnn(CC(=O)NCc3ccccc3Cl)c(=O)c21	-7%	-12	-21%	·	·	·	·	?
COc1ccc([C@H]2CC(=O)C=C(c3cccc(C(C)C)c3)C2)cc1OC	20µM*	16	6%	?	37	1%	-5%	42%
Cc1ccc(N/N=C(\C#N)C(=N)N2CCCCCC2)cc1	-16%[0.397 µM]	-20	13%	-4%	-15	1%	1%	9%
Cc1ccc(Cn2c(C(=O)Nc3ccc(Cl)cc3)cc3sccc32)cc1	-1%	-15	-7%	·	·	·	·	-2%
COC(=O)C(=O)Nc1nnc(COc2ccccc2)s1	-4%	-5	-4%	-1%	-28	4%	-6%	34%
CSc1ccc(/C=N/S(=O)(=O)c2ccccc2)cc1	-5%	15	-3%	6%	-12	-1%	1%	-7%
CC(=O)N1c2ccccc2N=C(c2ccc(C(F)(F)F)cc2)C1C(=O)NC(C)C (stereo unspecified)	6%	-10	-5%	-8%	-22	-1%	2%	7%
O=C(C=C(C(=O)c1ccccc1)c1ccccc1)c1ccccc1	-14%	-1	7%	-21%	-18	27%	2%	3%
Cc1cc(C(=O)COC(=O)c2ccc3c(c2)OCO3)c(C)n1CC1CCCO1 (stereo unspecified)	17%	2	-13%	7%	12	5%	3%	3%
COc1cc(C(=O)N2CCOC23CCN(Cc2ccccc2)CC3)cc(OC)c1OC	8%	6	4%	10%	4	4%	-2%	-22%
OC(CNCc1ccc(Cl)cc1)(c1ccccc1)c1ccc(F)cc1 (stereo unspecified)	-18%	-11	10%	-19%	-11	11%	0%	12%
Cc1sc2nc(CN3CCCC3)nc(N3CCN(C(=O)c4ccco4)CC3)c2c1C	-18%[9.22 µM]	-13	11%	5%	-27	2%	0%	36%
COC(=O)c1cc(=O)nc2sccn12	2%	0	2%	-1%	-9	9%	-1%	4%
COCCNC(=O)c1ccccc1NC(=O)COc1ccccc1	8%	-1	11%	-6%	-26	-6%	0%	17%
O=C(CSc1nnc(C2CC2)n1C1CC1)c1ccc(Br)s1	23%	0	-10%	-2%	-65*	7%	8%	28%
Cc1cccc(C)c1NC(=S)N1CCCN(C)CC1	-13%	-4	-28%	4%	-18	8%	-1%	-4%
CN1C(=O)C(C(=O)Nc2ccccc2F)c2ccccc21 (stereo unspecified)	-18%	1	7%	-6%	10	4%	-6%	-22%
O=C1NC(=S)N/C1=C\c1ccccc1OCc1ccc(C(=O)O)cc1	2%	-4	-6%	3%	10	11%	-1%	20%
COC(=O)CN(C)C1CC(=O)N(c2ccc(Cl)cc2)C1=O (stereo unspecified)	18µM*	3	-38%[inhibitor]	19%	8	9%	2%	9%
COc1cc(/C=N/NC(=O)C(N)=O)ccc1OCC(=O)N1C(C)CCCC1C (stereo unspecified)	-12%	-8	-10%	2%	-14	-3%	-1%	19%
Cc1ccc(S(=O)(=O)/N=C2/NC(=O)/C(=C/c3ccc(Br)o3)S2)cc1	-36%[inhibitor]	-1	5%	-6%	13	-12%	-66%[inhibitor]	·
Nc1nc(SCC(=O)N2CCN(c3ccccc3)CC2)n[nH]1	5%	2	3%	7%	3	3%	7%	3%
O=C(Nc1ccc2c(c1)OCO2)c1cc(-c2ccncc2)nc2ccccc12	4%	6	2%	5%	31	6%	1%	13%
COc1ccc(OC)c(N(CC(=O)N2CCCCC2)S(=O)(=O)c2ccc(OC)c(OC)c2)c1	4%	-2	19%	-3%	-3	5%	11%	18%
Cc1ccc(C)c(NC(=O)c2nnn(Cc3ccc(F)cc3Cl)c2N)c1	9%	-8	-14%	·	·	·	·	5%

Some of the entries so far, as labelled records.
O=C1NC(=S)N/C1=C\c1ccccc1OCc1ccc(C(=O)O)cc1
- TDP-43 yeast inh = 2%
- DRD3 agonist = -4
- Abeta yeast res = -6%
- EPAC2 antagonist = 3%
- D3 antag = 10
- EPAC2 agonist = 11%
- aSyn yeast inh = -1%
- FUS suppressor = 20%

COC(=O)CN(C)C1CC(=O)N(c2ccc(Cl)cc2)C1=O (stereo unspecified)
- TDP-43 yeast inh = 18µM*
- DRD3 agonist = 3
- Abeta yeast res = -38%[inhibitor]
- EPAC2 antagonist = 19%
- D3 antag = 8
- EPAC2 agonist = 9%
- aSyn yeast inh = 2%
- FUS suppressor = 9%

Next part
SMILES	TDP-43 yeast inh	DRD3 agonist	Abeta yeast res	EPAC2 antagonist	D3 antag	EPAC2 agonist	aSyn yeast inh	FUS suppressor
O=C(NC(=O)c1cccc(F)c1)Nc1ccc(-c2cc(C(F)(F)F)nn2-c2ccccc2)cc1	1%	-9	-3%	·	·	·	·	-9%
Cc1cccc(OC(=O)CSc2nnc(CNC(=O)c3ccccc3)o2)c1C	16%[9.22 µM]	-14	-7%	·	·	·	·	-15%
COc1ccc(/C=N/NC(=O)Cn2ccnc2C)cc1OC	-18%	15	-1%	-2%	0	0%	2%	-13%
CC(C)CNc1ncnc2c1ncn2[C@H]1CN(Cc2ccc(-c3ccccc3)cc2)C[C@@H](CO)O1	16%	10	25%	11%	12	18%	?	36%
CC(=O)Nc1ccc(NC(=O)COc2ccc([N+](=O)[O-])cc2)cc1	4%	1	16%	-1%	5	4%	1%	21%
Cc1cccc(Nc2ccccc2)c1	-12%	1	-1%	-1%	29	16%	-14%	-16%
CCc1ccc(NC(=O)CSC2=C(C#N)C(c3ccco3)C3=C(CCCC3=O)N2)cc1 (stereo unspecified)	-1%	2	0%	4%	-18	3%	0%	?
COC(=O)[C@H](CCSC)NS(=O)(=O)c1ccccc1Br	0%	-15	-2%	8%	?	6%	-1%	5%
Cn1c(SCC(N)=O)nc2c([nH]c3ccccc32)c1=O	5%	1	-6%	·	·	·	·	-7%
Cc1nc(NCc2cccnc2)c2c3c(sc2n1)CC(C)CC3 (stereo unspecified)	1%	-1	4%	-5%	-16	10%	-8%	1%
O=C(CCCn1c(=S)[nH]c2ccccc2c1=O)N1CCCCC1	1%	-1	24%	0%	15	6%	8%	11%
C=CCc1ccc(OCCN2CCc3ccccc3C2)c(OC)c1	-24%	-16	-15%	1%	-75*	15%	-2%	13%
CCCOc1ccc(-c2cc(C(F)(F)F)c(C#N)c(SCC(=O)O)n2)cc1	0%[9.22 µM]	-3	-24%	-10%	-29	-22%	-19%	26%
O=C(Nc1cccc(C(F)(F)F)c1)c1c(O)c2ccccc2[nH]c1=O	-4%	-1	-17%	3%	5	-2%	1%	-19%
O=C(NCCn1c(C(F)(F)F)nc2ccccc21)[C@H]1CCCN1c1nc(CN2CCCCC2)cs1	-4%	-11	-10%	4%	-4	6%	-4%	-5%
O=C(NC1CCSc2ccccc21)c1ccccc1Br (stereo unspecified)	29%	7	-10%	-14%	13	7%	-2%	-6%
O=C(Nc1cc2ccc(O)cc2oc1=O)c1ccccc1	15%	-9	-13%	·	·	·	·	23%
Cc1nsc(Nc2ccc([N+](=O)[O-])cc2)c1C#N	4%	-7	-3%	8%	?	7%	1%	19%
CCN(CC)S(=O)(=O)c1cccc(-c2nnc(SCC(=O)N3CCC(C(=O)O)CC3)n2N)c1	-18%[9.22 µM]	-4	0%	-7%	-1	-4%	-9%	19%
Cn1c(O)c(N=Nc2ccc(F)cc2)c2ccccc21	-4%	-6	-10%	?	10	-3%	4%	-2%
Cc1nc(N)nc(N/N=C/c2c(F)cccc2Cl)n1	-9%	-18	-18%	11%	-17	11%	-2%	?

Assay outcomes deposited in PubChem by National Center for Advancing Translational Sciences (NCATS).

An excerpt. The share of hits here may be higher or lower than overall.
